NPY Y2 blocker = NPY-Y2 receptor antagonists, primary screen, cell-based; Neuropeptide Y receptor type 2 (Homo sapiens), P49146; NPY-Y2 expressing cells, antagonist mode; inhibition, % at 2.7 µM; actives 0.99% (n = 140,000); AID 793, 2007; in the data active means inhibition above about 17%;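 further: 0% = vehicle with agonist challenge and 100% = reference antagonist with challenge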
Target sequence (P49146 whole entry, looked up): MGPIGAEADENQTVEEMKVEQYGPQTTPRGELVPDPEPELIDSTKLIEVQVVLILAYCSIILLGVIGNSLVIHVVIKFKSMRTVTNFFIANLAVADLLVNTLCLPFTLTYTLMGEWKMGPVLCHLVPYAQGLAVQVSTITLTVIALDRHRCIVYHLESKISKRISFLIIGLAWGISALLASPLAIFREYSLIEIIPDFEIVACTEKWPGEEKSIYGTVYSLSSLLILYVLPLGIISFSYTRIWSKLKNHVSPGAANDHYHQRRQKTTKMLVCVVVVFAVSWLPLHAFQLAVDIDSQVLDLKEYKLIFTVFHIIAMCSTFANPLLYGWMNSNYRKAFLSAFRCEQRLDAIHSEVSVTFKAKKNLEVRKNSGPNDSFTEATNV
HCT116 PTEN-null = growth suppression of PTEN-null HCT116, primary screen, cell-based, CellTiter-Glo | HCT116 PTEN-null viability, 60 h; stronger effect = lower value | viability, % at 10 µM | actives 1.2% (n = 140,000);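 active means viability at or below a set limit, 4 SD under the median of all tested compounds, cut at about 3.7% in these data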;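 further: PTEN knockout HCT116 line with beta catenin targeted HCT116 as companion control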
Measles CPE = compounds protecting cells from measles virus cytopathic effect, primary screen, measles RdRp inhibitor project, single point, MLSMR library, absorbance. Measles virus-infected cells, CPE protection. protection (pct of control), % at 4 µM. actives 1.5% (n = 140,000). AID 841, 2007; in the data active means protection mostly above about 24%, no sharp cut-off; inactive means mostly below about 26%; further: some compounds called inactive have numbers as strong as hits
Phagocyt inh = inhibitors of macrophage phagocytosis, primary screen, imaging, J774A.1 cells, IgG beads; actives 0.07% (n = 110,000); J774A.1 macrophage IgG-bead phagocytosis; inhibition, % at 5 µM; AID 1029, 2008;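 active means inhibition above the mean of the plate negative controls plus 5 SD, cut at about 13% in these data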;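 further: phagocytic index as fraction of beads internalized from green versus red external bead signal; plate controls were DMSO negative control for no effect and cytochalasin-D positive control for full effect; some results beyond the cut were filed as inactive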
BB579 growth dn = growth inhibitors of yeast BB579 in restrictive medium, primary screen, yeast lifespan-shortening project, S. cerevisiae; OD615, 48 h; inhibition, % at 10 µM; actives 0.51% (n = 140,000); AID 804, 2007;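 active means inhibition above a set limit, 3 SD over the mean compound inhibition, cut at about 44% in these data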; further: inactives centre near -24
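Test system: S. cerevisiae DeaD strain BB579 yeast; Medium: restrictive CSMM-D medium; Compound: one dose, 10 µM compound with 0.25% DMSO; Incubation: 4 h cell preincubation, 48 h compound exposure, 30 °C humidified; Signal: OD at 615 nm; Benchmarks: amphotericin B at 10 µg/mL as positive control.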
E-sel TNF inh = E-selectin induction blockers in HUVEC – imaging, immunofluorescence, high content, primary screen | AID 1246, 2008 | inhibition, % at 2 µM | actives 0.71% (n = 120,000) | HUVEC TNFa-induced E-selectin immunofluorescence;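 active means inhibition above the batch mean plus 3 SD, and confirmed as a hit on visual image review, cut at about 43% in these data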;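 further: 0% = TNF-stimulated DMSO wells and 100% = unstimulated control wells; not every result past the cut was called active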
GALR2 antag = GALR2 antagonists in receptor-expressing cells, primary screen; Galanin receptor type 2 (Homo sapiens), O43603; antagonist mode; inhibition, % at 4 µM; actives 0.39% (n = 140,000); AID 828, 2007; in the data active means inhibition above about 27%;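 further: cells stimulated with galanin 1-16 at roughly its EC80; 0% = agonist challenge control and 100% = basal control without agonist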
Target sequence (O43603 whole entry, looked up): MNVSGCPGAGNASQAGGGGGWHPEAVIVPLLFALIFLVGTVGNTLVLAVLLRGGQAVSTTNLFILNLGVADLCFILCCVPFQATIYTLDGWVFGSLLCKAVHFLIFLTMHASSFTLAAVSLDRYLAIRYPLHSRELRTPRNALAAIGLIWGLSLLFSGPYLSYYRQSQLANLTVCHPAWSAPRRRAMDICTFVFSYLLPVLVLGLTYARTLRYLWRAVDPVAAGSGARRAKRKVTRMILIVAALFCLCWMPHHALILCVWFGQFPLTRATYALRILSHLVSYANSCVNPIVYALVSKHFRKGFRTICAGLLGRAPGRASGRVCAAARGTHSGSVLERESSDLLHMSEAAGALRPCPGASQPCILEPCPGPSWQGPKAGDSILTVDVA
MRP1 act = H69AR viability gain despite doxorubicin, primary screen, MRP-1 activator project, H69AR cells, CellTiter-Glo. viability rescue. viability increase, % at 10 µM. actives 0.61% (n = 140,000). AID 799, 2007;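 active means viability gain under doxorubicin at or above a set limit, the compound median plus 3 SD, cut at about 4.7% in these data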;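 further: MRP-1 overexpressing cells given doxorubicin 25 µM after compound pretreatment; 18-22 h compound pretreatment then 72 h with doxorubicin before readout; 0% = doxorubicin-only wells and 100% = vehicle-treated cells without doxorubicin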
HCT116 bCat-KO = primary screen for growth suppressors in beta-catenin knockout HCT116 cells (colon tumor, human) | HCT116 beta-catenin knockout viability, CellTiter-Glo, 60 h; stronger effect = lower value | viability, % at 10 µM | actives 1.5% (n = 140,000) | AID 818, 2007;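 active means viability at or under a set limit, the compound median less 4 SD, cut at about 6% in these data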;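 further: 0% = Hyamine 1622 control at 20 µM and 100% = untreated cell control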
Yeast life ext = compounds extending yeast replicative lifespan, primary screen, S. cerevisiae, OD615 | S. cerevisiae growth with nicotinamide; deaD strain in restrictive glucose medium | inhibition of the nicotinamide effect, % at 10 µM | actives 0.68% (n = 130,000) | AID 775, 2007;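 active means inhibition above a set limit, placed 3 SD over the median of all compounds, cut at about 26% in these data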;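 further: 0% = nicotinamide-treated wells and 100% = cells grown without nicotinamide; some compounds called inactive have numbers as strong as hits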
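assay system = DeaD-strain S. cerevisiae | buffer or medium = restrictive glucose medium | reagent = 1.5 mM nicotinamide | compound = 10 µM single point, 0.25% DMSO | incubation = 48 h compound exposure at 30 °C, humidified | signal = OD615 measurement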
* = called active by the depositor; nt = no result given. Rows are unselected; any-hit rate near 6.1%.

Each structure is followed by: NPY Y2 blocker, HCT116 PTEN-null, Measles CPE, Phagocyt inh, BB579 growth dn, E-sel TNF inh, GALR2 antag, MRP1 act, HCT116 bCat-KO, Yeast life ext
CCC(=O)Nc1ccc(C(=O)CSc2nnc(-c3ccccc3F)n2CCc2ccccc2)cc1
    0.9, 69.2, nt, -8.7, -27.5, nt, 14.1, -3.1, 80.7, 0.8
O=C(Nc1ccc2nn(-c3ccccc3)nc2c1)c1ccc2c(c1)OCCO2
    7.7, 53.1, 27.9, -0.6, -43.6, 15.0, -10.7, 0.6, 54.7, -23.0
Cc1ccc2c(c1)nnn2C1CCN(C(=O)C2CCCCC2)CC1
    0.9, 105.7, 2.9, -2.4, -29.5, -3.1, -1.7, 1.5, 94.8, -10.6
NC(=O)c1sc2cc(C(F)(F)F)cnc2c1-c1cccs1
    1.2, 89.1, 12.5, -0.8, -30.7, 1.2, -1.4, 0.3, 107.1, -4.4
CC1CCCCC12NC(=O)N(CC(=O)NCCc1ccccn1)C2=O (stereo not given)
    -1.0, 92.9, 16.4, 1.7, -39.0, 12.6, 2.2, -2.5, 92.4, -2.1
COc1ccc(C2C3=C(Nc4ncnn42)c2ccccc2CC3)cc1OC (stereo not given)
    1.5, 58.5, 2.4, -0.3, -8.4, nt, 6.4, -2.1, 56.4, 2.1
O=C(CN1CCc2ccccc2C1)c1cccs1
    1.4, 86.5, 4.7, -0.5, 17.4, -14.5, 3.4, -0.8, 105.6, 2.1
COc1cc(/C=N/NC(=O)COc2c(C)cc([N+](=O)[O-])cc2C)ccc1OC(=O)c1ccccc1Br
    -1.8, 71.9, 6.3, -11.6, -54.5, nt, -2.3, -0.5, 73.5, -4.4
N#CC1=C(N)Oc2cc(N)ccc2C1C1CC=CCC1 (stereo not given)
    1.7, 21.5, 7.4, 0.7, -27.1, -15.4, 8.6, -3.8, 22.4, -11.1
O=C1C2CCCCN2C(=O)N1CCN1CCN(c2ccc([N+](=O)[O-])cc2)CC1 (stereo not given)
    0.7, 79.2, 16.6, -0.4, -14.6, -49.9, 0.7, -1.4, 80.3, -10.3
O=c1cc(CN2CCC3(CC2)OCCO3)c2c(ccc3ccccc32)o1
    6.9, 107.0, 9.8, 0.4, -24.2, nt, -3.0, 1.2, 86.5, -14.2
CCNc1nc(OC)nc(N2CCC(Cc3ccccc3)CC2)n1
    6.4, 81.7, 13.1, -10.1, -32.0, nt, 2.5, -1.0, 73.5, -2.8
COc1cccc(NC(=O)CCNC(=O)Cn2ccc3ccccc3c2=O)c1
    -0.1, 105.3, 5.9, -0.8, -66.1, -9.6, -16.0, -0.5, 107.0, -2.5
N#Cc1cc2c(nc1SCc1nc3ccccc3[nH]1)CCC2
    1.6, 75.3, 3.5, 0.3, -28.6, nt, 27.6*, -4.2, 61.0, 33.7
CC(=O)Nc1ccc2nc(-c3ccccn3)[nH]c2c1
    -0.4, 89.6, 27.5, -0.4, -52.0, -13.7, 10.3, -2.8, 95.4, -2.6
CC(Sc1nc2ccccc2s1)C(=O)NCc1ccc2c(c1)OCO2 (stereo not given)
    6.9, 83.9, 5.0, -7.3, -37.1, nt, -2.5, -1.0, 80.1, 7.2
Cc1ccc(-c2n[nH]c(=S)n2/N=C/c2cccn2C)cc1
    0.8, 100.0, 14.0, -4.8, -44.1, 3.1, -1.7, -3.6, 105.4, -14.1
CCC(=O)Nc1c(C)c(CC)nc2ccccc12
    1.2, 105.7, 6.6, -0.5, -21.8, 9.8, -6.7, -1.3, 95.6, -7.6
COc1cc(C=O)ccc1OCCCOc1ccccc1C(=O)O
    3.5, 93.9, 14.2, -0.7, -46.3, 15.2, 5.5, -3.6, 97.2, -7.6
COc1ccc(-c2c(C)nn(Cc3ccccc3)c2N)cc1
    0.0, 83.4, 3.8, -4.0, -18.0, -6.3, 6.7, -2.3, 92.2, -16.0
CCOC(=O)c1c(NC(=O)CN2CCCc3ccccc32)sc(C)c1CC
    2.0, 71.9, 5.4, -4.8, -26.6, nt, 2.6, -0.9, 74.4, -0.1
O=C(Nc1nc(-c2ccccn2)cs1)c1ccc(Br)s1
    -2.4, 12.9, 3.0, -0.4, 99.1*, -20.5, 7.5, -7.3, 7.3, -29.4
Cc1nc(C)c(C(=O)C2=C(O)C(=O)N(CCN3CCOCC3)C2c2ccco2)s1 (stereo not given)
    2.4, 94.8, 4.1, nt, -29.6, 24.9, -6.2, -1.7, 94.5, -0.9
CN(C)c1ccc(C2CC(c3ccccc3)=Nc3nc(-c4ccccc4)cn32)cc1 (stereo not given)
    -1.8, 76.9, 14.5, -2.0, -26.6, nt, 20.1, -2.1, 86.0, -2.4
O=c1[nH]c(N2CCc3ccccc32)nc2c1CCCC2
    -0.9, 79.9, 0.2, -0.4, -21.2, -10.4, 7.3, -2.0, 84.3, -25.7
CCOC(=O)C1CCN(C(=O)CCn2c(=O)[nH]c3ccsc3c2=O)CC1
    5.1, 101.3, 6.5, -2.2, -33.1, nt, 9.6, -1.8, 93.6, -4.3
CC(C)NC(=O)CN(C(=O)CCC(=O)Nc1ccccn1)c1ccc(F)c(Cl)c1
    0.4, 98.9, 5.3, -0.8, -10.0, -9.8, 2.9, 0.6, 99.1, -7.8
CCCCC(=O)C1CCN(Cc2ccccc2)CC1
    0.9, 93.0, 1.0, -0.5, -33.7, -18.7, 0.2, 0.3, 104.9, 0.0
O=C1C2C(C(=O)N1/N=C/c1ccc(N3CCCCC3)o1)C1C=CC2C12CC2 (stereo not given)
    0.8, 102.3, 10.4, nt, -22.4, nt, 14.5, -0.4, 95.9, 0.3
CCC(C)NS(=O)(=O)c1ccc(NC(C)=O)cc1 (stereo not given)
    3.1, 93.6, 11.5, nt, -14.2, -3.8, -9.4, 1.6, 90.7, nt
CCOc1cc(N2CCOCC2)c(OCC)cc1NC(=O)COc1ccc2ccc(=O)oc2c1
    -0.5, 26.4, 10.0, -4.6, 12.6, -0.8, -2.7, -3.1, 35.4, 1.5
O=C(Nc1ccc2c(c1)CCC2)c1cccc(S(=O)(=O)N2CCN(c3ccccc3)CC2)c1
    1.4, 70.2, 11.3, 0.1, -21.0, -17.6, -3.1, -0.7, 77.4, -3.2
Cc1ccc(N(CC(O)CON=C2c3ccccc3-c3ccccc32)S(C)(=O)=O)cc1 (stereo not given)
    1.0, 15.2, 16.3, -0.5, -46.3, 22.0, -16.8, -2.7, 19.4, -15.6
CCOC(=O)C1=C(C)N(CCCCCC(=O)O)C(=O)NC1c1ccccc1Cl (stereo not given)
    2.3, 96.7, 16.3, nt, -26.8, -12.6, 10.6, -1.9, 101.2, -0.1
CCCCNC(=S)N/N=C/c1ccc(OCC(=O)Nc2c(C)cc(C)cc2C)c(OC)c1
    2.9, 87.7, 9.0, nt, -24.4, -6.8, 3.6, -2.4, 75.8, 3.4
Cc1cccc(NC(=O)COc2nsnc2N2CCOCC2)c1
    1.7, 92.4, 14.8, -0.5, -15.5, nt, -2.4, -1.3, 96.7, -9.9
Cn1c(N)c(C(=O)NCc2ccccc2Cl)sc1=S
    2.7, 88.5, 28.4, 2.4, -26.8, 8.5, 4.8, -3.7, 87.9, 2.1
CCOC(=O)C1(Cc2ccc(O)cc2)NC(c2ccco2)C2C(=O)N(c3ccccc3F)C(=O)C21 (stereo not given)
    1.0, 96.8, 28.0, -2.4, -14.4, -13.6, 15.6, -1.8, 96.3, 3.9
OC1(c2cccc(C(F)(F)F)c2)CCN(c2ncnc3c2[nH]c2ccc(F)cc23)CC1
    -1.9, 2.6*, 1.5, 1.2, -59.5, nt, 10.6, -6.1, 6.4, -19.6
O=C(COCC(=O)N/N=C/c1ccc(F)cc1)N/N=C/c1ccc(F)cc1
    -0.2, 102.7, 3.9, -4.8, -22.7, -33.6, 5.9, 2.2, 98.0, 8.2
Cc1ccc(C(=O)CSC2=C(C#N)C(c3ccco3)C3=C(CC(C)(C)CC3=O)N2)cc1 (stereo not given)
    -1.4, 89.0, 1.1, 0.0, -34.0, -0.3, -0.4, 0.0, 89.7, -2.0
CCOC(=O)CNC(=O)C(CO)NC(=O)OCc1ccccc1 (stereo not given)
    1.1, 99.3, 12.8, -2.8, -26.9, -12.5, 4.9, 0.0, 103.0, -14.3
CCNc1nc(NC(C)C)nc(N(C#N)Cc2ccccc2)n1
    0.8, 104.3, 13.3, 3.7, -14.2, -14.2, -6.7, -1.8, 114.9, -4.4
C/C(=N\OC(=O)c1cccc(Cl)c1)c1sc(C)nc1C
    4.5, 98.5, 5.1, 0.3, 21.9, 12.8, -2.3, -1.5, 95.7, -9.1
Cc1ccc(C)c(S(=O)(=O)N2CCN(CC(=O)Nc3ccc4c(c3)OCCO4)CC2)c1
    3.6, 91.1, 1.9, -0.3, -80.2, -15.5, -1.5, -1.8, 94.6, -2.5
Cc1ccc(NC(=O)CSc2nnc(C3CCCCC3)n2N)cc1F
    3.4, 88.9, 8.5, 1.1, 7.0, -2.9, -7.5, -0.5, 79.6, -5.4
CCOc1ccc2nc(NC(=O)Cc3cccs3)sc2c1
    0.7, 75.3, 12.8, nt, -36.2, 1.4, -15.6, -0.5, 84.0, -14.1
CCCN(CCC)CCCNc1ccc2nnc(-c3ccc(F)cc3)n2n1
    2.6, 62.5, 11.2, -0.4, -68.8, nt, -18.4, -1.5, 56.6, -4.2
Cc1ccc(NC(=O)C2CCCN(S(=O)(=O)c3cnc[nH]3)C2)cc1C (stereo not given)
    2.6, 97.2, 0.7, -0.4, 12.1, nt, 3.9, 0.9, 94.9, -11.2
COc1ccc(C(c2sc3nc(C)nn3c2O)N2CCN(CCO)CC2)cc1OC (stereo not given)
    2.7, 98.2, 1.9, -0.8, -15.0, -7.7, 7.7, -0.8, 86.0, -3.8

Other entries:
Each structure is followed by: NPY Y2 blocker, HCT116 PTEN-null, Measles CPE, Phagocyt inh, BB579 growth dn, E-sel TNF inh, GALR2 antag, MRP1 act, HCT116 bCat-KO, Yeast life ext
O=C(Nc1cccc(S(=O)(=O)N2CCOCC2)c1)c1cn(-c2ccccc2)nc1-c1ccccc1
    0.2, 71.0, 37.4, -4.7, -42.2, nt, 4.0, -1.6, 80.3, 3.2
Cc1ccc(C(=O)NC2CC3CCC(C2)N3Cc2ccco2)cc1 (stereo not given)
    3.8, 86.1, 5.8, nt, -39.8, -19.1, 1.5, -2.8, 81.4, nt
COc1ccc(CN2CC(C(=O)NCCCN3CCOCC3)CC2=O)cc1 (stereo not given)
    1.7, 103.0, 4.2, 3.5, -52.7, -1.1, -4.0, -0.8, 93.0, 2.8
COc1ccc(C(=O)NC(C)(C)C)cc1S(=O)(=O)N1CCCC1
    0.9, 95.8, 1.3, -1.2, -20.8, -5.3, -0.4, -0.6, 103.0, -3.1

Source: PubChem (several laboratories)
